Arr AP2 block: human beta-arrestin and AP2 interaction inhibition; 340,000 tested, 0.31% active; inhibition, % at 10 µM; FITC-arrestin peptide / GST-AP2 beads, flow cytometry; AP2 beta2 appendage carries R879A mutation; AID 504490;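 active means inhibition above a set limit, near 3 SD of compounds lacking own fluorescence, cut at about 54% in these data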;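 further: plate controls were DMSO wells for no effect and 5 µM unlabelled arrestin peptide for full effect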
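Material – AP2 appendage R879A on GSH beads · Buffer or medium – PBS with 0.05% Tween 20 and 0.1% BSA · Probe or stimulus – fluorescein-tagged arrestin peptide at 50 nM final · Incubation – compound with beads 12 min RT, then probe 1 h RT · Detection – high-throughput flow cytometry of beads, ex 488, em 535 nm · Evaluation – percent response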
DSG3 Ab inh: inhibitors of pemphigus antibody binding to human desmoglein-3. P32926. DSG3-coupled beads, scFv-anti-DSG3-GFP binding, flow cytometry; active compounds read low. binding (percent of control), % at 10 µM. 310,000 tested, 0.48% active. AID 588358;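 active means binding more than 3 SD below its plate's average and above zero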;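 further: hits lower antibody fragment binding to DSG3; some compounds called inactive have numbers as strong as hits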
Target sequence (P32926 whole entry, looked up, the tested form may be a part): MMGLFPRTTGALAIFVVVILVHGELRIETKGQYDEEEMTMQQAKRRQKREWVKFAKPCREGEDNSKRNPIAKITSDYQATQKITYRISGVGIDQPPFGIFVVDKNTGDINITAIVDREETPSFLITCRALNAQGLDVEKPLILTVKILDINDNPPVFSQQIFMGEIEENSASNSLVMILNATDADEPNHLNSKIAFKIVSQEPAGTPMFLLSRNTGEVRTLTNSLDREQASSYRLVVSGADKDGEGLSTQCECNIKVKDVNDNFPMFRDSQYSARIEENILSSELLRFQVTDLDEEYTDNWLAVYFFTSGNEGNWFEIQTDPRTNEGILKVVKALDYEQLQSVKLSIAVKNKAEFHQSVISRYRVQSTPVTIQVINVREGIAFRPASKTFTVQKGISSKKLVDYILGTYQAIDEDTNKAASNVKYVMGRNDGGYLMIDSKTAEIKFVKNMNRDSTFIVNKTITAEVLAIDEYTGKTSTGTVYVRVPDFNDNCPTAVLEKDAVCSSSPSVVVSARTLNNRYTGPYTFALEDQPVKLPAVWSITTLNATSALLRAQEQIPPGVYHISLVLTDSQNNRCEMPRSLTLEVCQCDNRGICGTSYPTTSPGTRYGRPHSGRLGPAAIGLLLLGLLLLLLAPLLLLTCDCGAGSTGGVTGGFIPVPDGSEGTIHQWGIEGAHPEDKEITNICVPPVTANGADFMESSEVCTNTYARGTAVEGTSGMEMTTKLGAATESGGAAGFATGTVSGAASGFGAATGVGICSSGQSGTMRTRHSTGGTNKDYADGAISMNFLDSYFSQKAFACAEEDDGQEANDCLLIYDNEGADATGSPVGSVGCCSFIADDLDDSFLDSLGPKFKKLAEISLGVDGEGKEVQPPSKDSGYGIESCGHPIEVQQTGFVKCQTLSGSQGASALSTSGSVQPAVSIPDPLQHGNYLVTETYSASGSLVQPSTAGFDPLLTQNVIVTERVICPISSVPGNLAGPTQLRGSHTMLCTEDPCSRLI
DAGLB inh: blocks human DAGLB lipase activity | Q8NCG7 | HEK293T DAGLB membrane lysate, EnzChek fluorogenic substrate | inhibition, % at 5.17 µM | 340,000 tested, 0.059% active; in the data active means inhibition above about 34%;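 further: 0% = enzyme with vehicle and 100% = wells lacking enzyme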
Keap1-Nrf2 PPI: Keap1-Nrf2 (human) interaction inhibition. inhibition, % at 9.4 µM. Q14145. 340,000 tested, 0.15% active. Keap1 Kelch-Nrf2 peptide fluorescence polarization, 1536-well; in the data active means inhibition above about 12%;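 further: human Keap1 Kelch domain with fluorescein labeled Nrf2 9mer peptide probe; 0% = neutral control wells and 100% = peptide positive control; higher means more block of Keap1 binding to Nrf2 peptide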
C-LANA FP: inhibitors of KSHV LANA C-terminal domain DNA binding; MBP-C-LANA/FAM-LBS DNA binding, fluorescence polarization; inhibition, % at 9 µM; 340,000 tested, 0.078% active; AID 504423;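 active means highest replicate inhibition at or above 60% at 9 µM, even if other replicates fall short; inactive means all replicates below 60% inhibition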;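 further: 0% = neutral control wells and 100% = 4 µM acridine orange control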
NSD2 HMT inh: NSD2 (human) methyltransferase inhibition. O96028. NSD2 peptide methylation, AlphaScreen, 120 min. inhibition, % at 12.5 µM. 310,000 tested, 0.54% active. AID 743445; in the data active means inhibition above about 50%
CAL PDZ FP-1: CAL PDZ (human) peptide binding inhibition; Q9HD26; purified CAL PDZ, TMR-peptide fluorescence polarization, 1 h; inhibition, % at 24.9 µM; 300,000 tested, 0.92% active; AID 602252;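 active means mean inhibition of at least 30% with at least half of replicates also reaching 30%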;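 further: 0% = DMSO neutral control and 100% = excess unlabeled competitor peptide PRC23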
CAL PDZ FP-2: human CAL PDZ-peptide interaction inhibition | 330,000 tested, 0.02% active | Q9HD26 | purified CAL PDZ, TMR-peptide fluorescence polarization, 1 h | inhibition, % at 20 µM | AID 504414;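 active means highest replicate inhibition of at least 40%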;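 further: plate controls were DMSO neutral control wells for no effect and unlabeled competitor peptide control wells for full effect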
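Test system: tagged CAL PDZ domain / Buffer or medium: sodium phosphate/NaCl buffer pH 7.4 with TCEP, IgG, Thesit / Reagent: TMR-labelled reporter peptide T*-PRC34 bound in PDZ groove / Compound dosing: single point, 20 µM / Schedule: 1 h incubation at room temperature before polarization reading / Technique: fluorescence polarization (mP) / Benchmarks: unlabelled peptide, DMSO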
V-ATPase pH: regulators of yeast V-ATPase proton transport | S. cerevisiae, pHLuorin cytosolic pH fluorescence | 350,000 tested, 0.37% active | response, % at 10 µM | AID 504577; in the data active means response mostly above about 7.3%, no sharp cut-off; inactive means mostly below about 5.4%; further: actives read high; inactives centre near 0; some compounds called inactive have numbers as strong as hits
RTF Ca sens inh: cardiac RTF calcium desensitization. P19429+P45379. IANBD-labeled cardiac RTF, Ca2+ fluorescence. inhibition, % at 7.15 µM. 340,000 tested, 0.12% active. AID 493244;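 active means inhibition above the mean inhibition of all tested compounds plus 3 SD, cut at about 17% in these data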;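 further: assay run at fixed EC70 calcium of 1.6 mM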
* hit, by the source's call; x = not tested or not shown. Not all compounds are listed; the hit share may differ from the screen's.

SMILES	Arr AP2 block	DSG3 Ab inh	DAGLB inh	Keap1-Nrf2 PPI	C-LANA FP	NSD2 HMT inh	CAL PDZ FP-1	CAL PDZ FP-2	V-ATPase pH	RTF Ca sens inh
COc1ccccc1CNC(=O)C1CCN(S(=O)(=O)N2CC(C)CC(C)C2)CC1 (configuration not stated)	1	96	-4	-4	-1.3	0	-2	-1.9	2	-17
COc1ccc(N2CCN(C(=O)COC(=O)c3ccccc3OCc3ccc(F)cc3)CC2)cc1	8	110	1	0	-0.5	0	-3	-1.1	1	-6
CCn1cc(C(=O)N2CCCC(N3CCN(c4cccc(C(F)(F)F)c4)CC3)C2)cn1 (configuration not stated)	-13	104	2	-1	0.3	-2	x	0.6	1	2
CCN1C(=O)[C@H]2[C@@H](c3ccc(-c4ccc5c(c4)OCO5)c(OC)c3)N[C@@](Cc3ccccc3)(C(=O)OC)[C@H]2C1=O	-8	97	-1	-6	0.9	x	-5	-3.3	0	7
CC(=O)NC(CC(=O)NCC(=O)Nc1ccc(F)c(F)c1)c1ccccc1 (configuration not stated)	-7	117	0	0	-0.7	0	-1	-2.0	3	-9
O=C(O)CCC(=O)N1CCN(c2ncccn2)CC1	26	114	-2	-2	0.4	-3	-3	-1.4	0	0
CCc1ccc(NC(=O)CS(=O)CC(=O)Nc2ccc(F)cc2F)cc1 (configuration not stated)	5	105	-5	-1	-0.8	5	x	-3.4	-3	-7
CCn1c(=O)c2c(nc3n2CCCN3c2cccc(C)c2)n(C)c1=O	7	x	2	-6	-2.5	-1	6	1.4	3	4
CC(=O)c1c(C)[nH]c(C(=O)OCC(=O)Nc2ccc([N+](=O)[O-])cc2Cl)c1C	5	x	1	-3	-2.1	-1	-4	-1.5	4	1
O=C(Nc1cccnc1)c1ccc(NC(=O)c2ccco2)cc1	-8	95	-2	1	-1.0	-1	8	-3.1	-3	-3
COCCn1c(SCC(=O)NC(=O)NCc2ccccc2)nc2ccccc2c1=O	16	99	0	-6	-1.8	-1	x	-1.4	2	4
COc1ccc(-n2c(Cc3cccn3C)nnc2SCC(=O)Nc2cccc(NC(C)=O)c2)cc1	2	95	0	3	-0.9	4	0	-1.8	7	-7
O=C(CSc1ncn[nH]1)Nc1c(Br)cc([N+](=O)[O-])cc1Br	-9	92	-1	0	0.2	-2	2	-0.3	4	-12
Cc1ccc(C(=O)Nc2nc(-c3ccc4c(c3)OCCO4)cs2)o1	x	104	-8	x	x	-2	x	x	-2	x
CN1CCN(C(=O)/C(=C/c2ccccc2Cl)NC(=O)c2ccccc2)CC1	-6	109	-1	0	-1.7	8	-2	-1.5	-1	-4
O=C(CNS(=O)(=O)c1cccs1)NCc1ccccc1	33	100	3	4	0.9	0	-3	-2.8	-2	-9
CC(Oc1ccc(Cl)cc1Cl)C(=O)NCCC1=CCCCC1 (configuration not stated)	42	98	-8	9	-0.3	0	-2	-1.0	0	-5
CC(Sc1ccc(S(=O)(=O)N2CCN(C)CC2)cn1)C(=O)NC1CCCC(C)C1C (configuration not stated)	x	100	-2	x	x	-4	x	x	0	x
CSc1ccc(Cl)c(C(=O)Nc2nccs2)c1	-11	102	1	-2	0.9	-1	0	-0.7	0	2
CC(c1ccccc1)N1C(=O)C2C3CCC(C3)C2C1=O (configuration not stated)	7	106	1	-4	3.4	5	-10	-0.8	5	3
Cc1c(C(=O)NCc2cccnc2)sc2ncn(CC(=O)N3CCCCC3C)c(=O)c12 (configuration not stated)	1	106	2	-3	-0.4	1	-1	-1.3	2	-6
COc1ccnc2c1c(=O)n(Cc1cccc(F)c1)c(=O)n2C	-11	104	0	-1	-0.5	-5	x	-1.8	2	-10
Cc1c(Br)c(C(F)(F)F)nn1CC(=O)NCCCn1ccnc1	2	x	2	6	0.7	-1	-1	-0.3	1	9
CCCOC(=O)c1ccc(NC(=O)Oc2ccccc2)cc1	26	120	0	1	-0.9	-7	-5	-2.6	1	5
Cc1ccc(S(=O)(=O)N2CCCC(C(=O)NCCC(C)C)C2)cc1 (configuration not stated)	-4	101	-1	-2	-0.8	1	6	-0.3	-1	-3
Cc1ccc2cc(COC(=O)c3ccco3)c(=O)[nH]c2c1	13	104	4	0	1.9	-3	2	-0.5	-2	0
O=C(c1cnsn1)N1CCN(c2ccccc2)CC1	20	94	-1	-1	-1.5	4	-4	x	4	4
COC(=O)c1c(S(=O)(=O)N2CCOCC2)c(C)n(C)c1C	8	97	-1	-2	-1.1	x	-2	-1.1	-1	0
C[C@H](CO)N1C[C@H](C)[C@@H](CN(C)C(=O)Nc2ccccc2)Oc2c(NC(=O)Nc3ccc4c(c3)OCO4)cccc2C1=O	12	103	1	-2	0.2	x	-3	-2.6	0	-3
CCc1ccc2[nH]c3nc(SCC(=O)NNC(=O)c4ccc(C(C)(C)C)cc4)nnc3c2c1	2	x	-1	0	-1.5	1	0	-0.5	3	-6
CCOC(=O)c1[nH]c(C)c(C(=O)c2cc(F)ccc2F)c1C	22	88	-2	1	0.7	0	-4	x	-2	-6
Cc1ccc(S(=O)(=O)c2c(C)nn(C(C)(C)C)c2OC(=O)c2ccco2)cc1	15	x	-7	1	-0.5	1	x	-0.7	-7	0
Cn1cc(CNC(=O)C2CCC(=O)N(Cc3cccc(C(F)(F)F)c3)C2)cn1 (configuration not stated)	5	111	0	-1	0.9	4	-1	-1.0	-1	4
Cc1cccc(OC(=O)c2sc(Cl)nc2C)c1	-2	109	-4	-4	0.2	-4	-3	-0.5	5	-1
COc1ccc(/C=C(\NC(=O)c2ccccc2)C(=O)NCCN2CCOCC2)cc1OC	25	118	1	-2	0.7	0	x	-0.8	-1	8
O=c1n(CC2CO2)c(=O)n(CC2CO2)c(=O)n1CC1CO1 (configuration not stated)	-2	90	-2	0	0.7	0	-1	0.3	0	-6
COCCNC(=O)c1ccc2c(c1)CCN2S(C)(=O)=O	-3	105	0	-2	-0.8	-2	x	-0.4	-1	-10
CC(Sc1nnnn1C)C(=O)Nc1ccccc1 (configuration not stated)	-4	108	0	-2	-1.1	-2	-2	0.0	-5	6
Cc1ccc(C(C[N+](=O)[O-])Sc2ccc(N)cc2)cc1 (configuration not stated)	27	113	-6	-2	1.6	-1	x	-1.0	3	2
CCCCOCCCN1CC(=O)N2C(C)c3[nH]c4ccccc4c3C[C@H]2C1=O (some centres not stated)	-19	x	1	-2	-1.1	1	1	x	-1	1

Laid out differently: results already given
CC(Sc1nnnn1C)C(=O)Nc1ccccc1 (configuration not stated)
  Arr AP2 block = -4
  DSG3 Ab inh = 108
  DAGLB inh = 0
  Keap1-Nrf2 PPI = -2
  C-LANA FP = -1.1
  NSD2 HMT inh = -2
  CAL PDZ FP-1 = -2
  CAL PDZ FP-2 = 0.0
  V-ATPase pH = -5
  RTF Ca sens inh = 6

Cc1ccc(C(C[N+](=O)[O-])Sc2ccc(N)cc2)cc1 (configuration not stated)
  Arr AP2 block = 27
  DSG3 Ab inh = 113
  DAGLB inh = -6
  Keap1-Nrf2 PPI = -2
  C-LANA FP = 1.6
  NSD2 HMT inh = -1
  CAL PDZ FP-1 = x
  CAL PDZ FP-2 = -1.0
  V-ATPase pH = 3
  RTF Ca sens inh = 2

(continued)
SMILES	Arr AP2 block	DSG3 Ab inh	DAGLB inh	Keap1-Nrf2 PPI	C-LANA FP	NSD2 HMT inh	CAL PDZ FP-1	CAL PDZ FP-2	V-ATPase pH	RTF Ca sens inh
COc1ccc(CNC(=O)COC(=O)c2cc(-c3ccc(Cl)s3)nc3ccccc23)cc1	4	107	-3	-4	-1.8	-1	-3	-1.5	3	-5
O=C(COC(=O)c1ccc(S(=O)(=O)N2CCCC2)cc1)Nc1ccc(N2CCOCC2)cc1	31	97	x	1	-0.8	-1	4	-0.2	0	x
COC(=O)[C@H](Cc1ccccc1)NC(=O)Nc1ccc(S(N)(=O)=O)cc1	2	102	3	-4	0.3	60*	-6	-1.3	-1	-13
COCCCNC(=O)c1c(N)n(-c2cccc(S(N)(=O)=O)c2)c2nc3ccccc3nc12	0	108	-2	0	-0.6	6	-2	-1.0	2	-3
CC(C)(C)N=Cc1cc(-c2ccccc2)sc1O	4	x	0	-5	0.9	-1	-2	-0.7	-2	-1
CCOc1ccc(NC(=O)c2cc(S(=O)(=O)N3CCCCC3)c[nH]2)cc1	-6	80*	-3	2	15	x	x	-0.1	-3	2
Cc1ccc(OCc2nnc(SCC(=O)N3c4ccccc4Sc4ccc(Cl)cc43)o2)cc1	2	101	-7	3	-1.5	3	9	-0.2	2	-3
CC(C)c1onc(C(=O)N2CCC(C(N)=O)CC2)c1[N+](=O)[O-]	3	88	-1	0	-2.7	-3	-2	-1.8	1	0
CC(C)CC(NS(=O)(=O)OCC(Cl)(Cl)Cl)c1ccccc1 (configuration not stated)	-7	103	-9	-4	-2.2	x	-3	1.2	-2	8
N#CCOC(=O)[C@H](Cc1c[nH]c2ccccc12)NS(=O)(=O)c1ccc(Cl)cc1	-13	103	2	-5	-3.5	7	-2	0.0	0	-13
O=C(COC(=O)CCc1nc2ccccc2s1)Nc1cccc(S(=O)(=O)N2CCOCC2)c1	-5	98	0	-2	0.3	-3	-5	-1.1	1	-3
Cc1ccc(NC(=O)c2ccccc2NS(=O)(=O)c2ccc(F)cc2)cc1S(=O)(=O)N1CCCCC1	-4	126	8	-7	-1.6	3	-22	-1.8	3	-5
CCOc1ccc(/C=C/C(=O)OCC(=O)Nc2cccc(S(=O)(=O)N3CCCC3)c2)cc1	3	113	-6	0	0.8	2	-15	-3.5	-3	-5
O=C(NC12CC3CC(CC(C3)C1)C2)N1CCN(c2nc(-c3ccccc3)cs2)CC1	0	96	-4	-7	2.1	0	-3	-1.0	3	-16
O=c1[nH]c(C2CC2)nc2sc3c(c12)CCCC3	-4	80	1	-2	-2.4	-3	-1	-2.7	1	-4
CCOc1ccc(NC(=O)Nc2cc(C(C)C)ccc2C)cc1	0	92	0	3	0.2	-2	4	0.0	0	-18
O=C(c1ccccc1)N1CCN(CC2CC=CCC2)CC1 (configuration not stated)	3	x	1	-2	-1.5	0	-1	-2.5	0	-1
O=C1CCC(C(=O)N2CCc3c(Cl)cccc3C2)CN1CCCN1CCOCC1 (configuration not stated)	-2	103	1	-2	-0.4	-3	-2	-0.1	1	-2
Cc1ccccc1-n1nnnc1SC(C)C(=O)NC1CCCc2ccccc21 (configuration not stated)	2	108	-3	-1	-0.1	-2	-4	-2.2	-6	-4
CC(C)c1ccc(C=NNc2ccc([N+](=O)[O-])cn2)cc1	38	118	-11	0	-4.4	5	-3	0.1	-4	-3
N#Cc1c(-c2ccco2)cc(-c2ccc(F)cc2)nc1N	-1	103	-3	-13	1.1	x	-7	-2.5	-2	-6
Cc1cccnc1NC(=O)CNC(=O)c1cccs1	-5	94	-1	-2	0.1	0	1	-2.0	1	-6

Screening data (PubChem)
